# PPARg SRC3 recr – agonists of human PPARgamma SRC-3 coactivator recruitment; biochemical PPARgamma/SRC-3 coactivator recruitment assay; activation, % at 8 µM; P37231; 0.26% of 200,000 active; in the data active = activation above about 23%;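 note: 0% = DMSO and 100% = reference agonist; some compounds past the cut are filed as inactive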
# Target sequence (P37231 whole entry, looked up): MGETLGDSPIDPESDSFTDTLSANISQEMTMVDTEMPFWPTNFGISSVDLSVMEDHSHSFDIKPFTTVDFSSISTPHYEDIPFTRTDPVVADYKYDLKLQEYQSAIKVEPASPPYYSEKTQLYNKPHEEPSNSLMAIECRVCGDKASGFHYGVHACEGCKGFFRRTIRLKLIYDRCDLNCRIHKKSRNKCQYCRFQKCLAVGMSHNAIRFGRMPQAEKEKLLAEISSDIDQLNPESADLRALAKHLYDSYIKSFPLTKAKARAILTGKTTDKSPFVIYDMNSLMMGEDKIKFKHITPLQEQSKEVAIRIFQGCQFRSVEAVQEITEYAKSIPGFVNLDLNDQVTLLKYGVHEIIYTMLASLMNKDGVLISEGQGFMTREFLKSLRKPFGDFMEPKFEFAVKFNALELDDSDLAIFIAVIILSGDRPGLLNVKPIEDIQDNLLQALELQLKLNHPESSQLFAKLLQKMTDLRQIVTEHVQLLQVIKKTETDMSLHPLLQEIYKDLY
# STAT3 inh – inhibitors of IL-6 induced STAT3 signaling; U3A cells, IL-6 STAT3-luciferase reporter, luminescence; host cell line lacks STAT1; inhibition, % at 5.5 µM; 0.89% of 190,000 active; AID 862;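 active = inhibition above the mean inhibition across all screened compounds plus 3 SD, cut at about 44% in these data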;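 note: 0% = DMSO only wells and 100% = 100 µM nifuroxazide control wells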
# TNAP act hiacc – TNAP (human) activation, high acceptor; activation factor at 20 µM; AID 1136; purified TNAP, CDP-star luminescence, 1 M DEA, 30 min; active compounds read high; 0 = EDTA background, 1 = DMSO-only activity; P05186; 200,000 tested, under 10 active;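 active = activation factor at least 2 at 20 µM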
# Target sequence (P05186 whole entry, looked up): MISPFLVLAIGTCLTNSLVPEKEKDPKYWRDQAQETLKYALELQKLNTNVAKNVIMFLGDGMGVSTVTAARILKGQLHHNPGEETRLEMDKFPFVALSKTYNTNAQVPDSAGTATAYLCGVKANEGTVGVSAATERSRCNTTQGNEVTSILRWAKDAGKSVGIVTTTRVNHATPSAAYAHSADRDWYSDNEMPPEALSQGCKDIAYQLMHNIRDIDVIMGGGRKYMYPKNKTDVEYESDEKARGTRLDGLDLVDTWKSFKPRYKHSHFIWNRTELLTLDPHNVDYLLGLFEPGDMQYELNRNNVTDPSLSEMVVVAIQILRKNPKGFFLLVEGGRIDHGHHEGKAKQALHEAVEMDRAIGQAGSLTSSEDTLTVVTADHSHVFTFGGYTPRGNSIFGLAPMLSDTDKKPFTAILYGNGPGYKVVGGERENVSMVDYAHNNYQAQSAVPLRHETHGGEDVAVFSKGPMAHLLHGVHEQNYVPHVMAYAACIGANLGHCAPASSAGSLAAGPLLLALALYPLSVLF
#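 Assay system: human TNAP; Input: enzyme diluted 1/800 final; Reagent: CDP-star luminogenic substrate at 100 µM final; Timing: 30 min, room temperature; Signal: luminescence; Evaluation: TNAP activation factor scaled between EDTA and DMSO control wells.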
# bIAP act – intestinal alkaline phosphatase (bovine) activation; purified bovine IAP, CDP-star luminescence, 30 min; active compounds read high; fold of DMSO-control signal, blank-subtracted; activation factor at 20 µM; 0.17% of 200,000 active;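 active = activation factor of 2 or more at 20 µM, a signal rise over negative controls twice the positive control's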
# STAT1 inh – inhibitors of IFN-gamma induced STAT1 signaling | 0.35% of 200,000 active | NIH 3T3 STAT1-luciferase reporter, luminescence | inhibition, % at 5.5 µM | AID 920;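 active = inhibition above a set limit, the mean inhibition across all tested compounds plus 3 SD, cut at about 34% in these data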;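 note: 0% = IFN-gamma with DMSO and 100% = IFN-gamma with 300 µM nifuroxazide; values of inactives mirror those of a sister screen read the other way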
# PPARg SRC-2 ag – agonists of SRC-2 recruitment by human PPARgamma; P37231; PPARgamma LBD-SRC-2 recruitment, biochemical; activation, % at 8 µM; 0.34% of 200,000 active; in the data active = activation above about 22%;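 note: 0% = vehicle and 100% = reference agonist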
# bIAP inhibitor – blocks bovine intestinal alkaline phosphatase activity; inhibition, % at 20 µM; 190,000 tested, under 10 active; purified bovine IAP, CDP-star luminescence, 30 min;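 active = over 50% inhibition of intestinal alkaline phosphatase at 20 µM in the single-dose screen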
#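 Assay system: bovine IAP enzyme; medium: DEA buffer 100 mM, pH 9.8, with MgCl2 1.0 mM, ZnCl2 0.02 mM; doses: 20 µM single dose; incubation: enzyme reaction for 30 min at room temperature; detection: CDP-star luminescence signal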
# SRC2 TRFRET art – flags TR-FRET format artefacts in PPARgamma SRC-2 recruitment agonist screen; TR-FRET artefact counter-screen; active compounds read high; 0.4% of 200,000 active; TR-FRET ratio at 8 µM; in the data active = TR-FRET ratio above about 2000; note: inactives centre near 1500
# PPARg SRC-1 ag – PPARgamma-driven SRC-1 recruitment agonism. P37231. PPARgamma-SRC-1 coactivator recruitment biochemical assay. activation, % at 8 µM. 0.41% of 200,000 active; in the data active = activation above about 19%;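 note: 0% = DMSO and 100% = reference agonist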
# STAT3 activator – increases IL-6 driven STAT3 reporter signal; U3A cells, IL-6 STAT3-luciferase reporter, luminescence; 100% = signal with IL-6 EC80 alone; activation (% of control), % at 5.6 µM; 0.91% of 190,000 active;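 active = activation above the screen-wide mean of compound activation plus 3 SD, cut at about 130% in these data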;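 note: 0% = background luminescence of wells with medium and substrate only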
#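 Material: STAT3-luciferase reporter U3A cells. Controls: IL-6-treated wells, 100% activation. Read-out: % activation versus median of IL-6-stimulated wells. Probe or stimulus: IL-6 stimulus at 33 ng/mL final. Timing: compound 1 h, then IL-6 6 h at 37 °C. Signal: reporter luminescence signal.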
# ROMK primary – modulators of human ROMK potassium channel | Tet-inducible ROMK, thallium flux fluorescence; actives lie on both sides | B-score at 10 µM | 2% of 130,000 active | AID 1918;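 active = signal ratio slope over the read window, or its plate-corrected B-score, at least 3 SD from the plate mean, either direction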;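 note: B-score of the F/F0 ratio slope over 7 to 12 s after thallium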
# The depositor's hits bear a star; . = no result given.
no.	SMILES	PPARg SRC3 recr	STAT3 inh	TNAP act hiacc	bIAP act	STAT1 inh	PPARg SRC-2 ag
1	CCNC(=O)NNC(=O)C1CC(c2cccs2)=NO1 (centres undefined)	1	2	1.1	0.9	-3	4
2	COc1cccc(CNC(=O)CCC2CCCN(C(=O)c3csc(C(C)C)n3)C2)c1 (centres undefined)	5	12	1.1	1	5	3
3	CC(C)(C)C(=O)NC(=S)Nc1ccc(Cl)c(C(=O)O)c1	-1	-1	1	1.2	4	-2
4	COc1cc(C=O)ccc1OCCOCCOc1ccc(Cl)cc1Cl	1	-7	.	.	3	-2
5	CO/N=C/CC(=O)c1cnc(-c2ccccc2)s1	0	0	1	0.9	-16	1
6	CC(=O)c1cccc(NC(=O)COc2ccccc2)c1	6	7	1	0.9	0	-8
7	COc1cccc(NC(=O)Nc2cnccn2)c1	0	18	1.1	0.9	-20	-7
8	O=C(CNC(=O)C(c1ccccc1)c1ccccc1)OCC(=O)c1cccs1	4	8	1	1.1	-7	1
9	CNc1nc(Nc2ccc(C(C)=O)cc2)nc(OC(C(F)(F)F)C(F)(F)F)n1	9	8	1	0.9	7	8
10	O=C(CSc1nc2nn(-c3ccccc3)c(=O)c-2c2n1CCCCC2)NCCc1ccccc1	4	6	1.1	1	1	9
11	Cc1ccc(Nc2nc(C(=O)N3CCC(C(=O)NCCN4CCOCC4)CC3)cs2)cc1	-10	9	1.1	1.1	-6	-2
12	COC(=O)c1c(NC(=O)C2CC=CCC2C(=O)O)sc(C)c1C (centres undefined)	4	18	1	1	10	5
13	Cc1ccc(/C=N/N2CCN(c3ccccn3)CC2)cc1	2	9	1.1	1	-44	7
14	Cc1c(C(=O)Nc2ccc(F)c(F)c2)oc2ccc(S(=O)(=O)N3CCCCC3)cc12	3	19	1	0.7	-1	0
15	O=C(CSc1ccc(Cl)cc1)N1CCOCC1	-1	-2	1	1	-16	7

no.	bIAP inhibitor	SRC2 TRFRET art	PPARg SRC-1 ag	STAT3 activator	ROMK primary
1	10	1648	5	104	1.7
2	-4	1622	8	94	0.71
3	-22	1563	-1	105	0.63
4	.	1616	6	115	.
5	8	1482	1	103	-0.038
6	6	1561	-7	98	.
7	10	1488	0	93	0.86
8	-6	1488	1	93	-1.1
9	5	1602	10	95	-0.14
10	4	1807	2	100	-1.6
11	-10	1603	2	95	-0.16
12	-2	1606	5	83	1.5
13	-1	1707	5	93	-0.079
14	26	1454	-10	88	-1.7
15	1	1396	-6	105	0.0074

# Given with tabs: entries from further up.
item	SMILES	PPARg SRC3 recr	STAT3 inh	TNAP act hiacc	bIAP act	STAT1 inh	PPARg SRC-2 ag	bIAP inhibitor	SRC2 TRFRET art	PPARg SRC-1 ag	STAT3 activator	ROMK primary
1	CCNC(=O)NNC(=O)C1CC(c2cccs2)=NO1 (centres undefined)	1	2	1.1	0.9	-3	4	10	1648	5	104	1.7
13	Cc1ccc(/C=N/N2CCN(c3ccccn3)CC2)cc1	2	9	1.1	1	-44	7	-1	1707	5	93	-0.079
6	CC(=O)c1cccc(NC(=O)COc2ccccc2)c1	6	7	1	0.9	0	-8	6	1561	-7	98	.

# (list continues)
no.	SMILES	PPARg SRC3 recr	STAT3 inh	TNAP act hiacc	bIAP act	STAT1 inh	PPARg SRC-2 ag
16	CCOC(=O)c1c(NC(=O)/C=C/C(=O)O)sc(C)c1-c1ccc(C)c(C)c1	1	10	1	0.9	-7	11
17	Cc1ccc(C(=O)Cn2c(NCCO)nc3ccccc32)cc1	-10	1	1.1	1	13	-3
18	COC(=O)Cc1c(C)nc2nc(-c3cccnc3)[nH]n2c1=O	2	-2	1.1	1	8	-1
19	C=CCO/N=C(/C)c1ccc(Oc2cnccn2)cc1	2	-1	1	0.9	-10	7
20	O=C(Cn1cccc1)Nc1ccc(F)cc1F	-4	-4	1	0.9	-6	-7
21	O=C(CSc1nnc(-c2cccnc2)o1)Nc1ccc(Cl)cc1	0	13	1	1.1	7	-5
22	O=C1c2cccc3cccc(c23)C(=O)N1c1ccc2ncccc2c1	6	28	1	1	1	1
23	Cc1c(C(=O)NCC2CCCO2)oc2ccc3c(c12)C(=O)CC(C)(C)O3 (centres undefined)	-6	21	1.1	1	-61	7
24	CC1CC(C)CN(CCC(=O)Nc2ccc3c(c2)CCC3)C1 (centres undefined)	6	4	1	1.1	-4	4
25	Cc1ccc(OCCn2nc3ccccc3n2)c(C)c1	3	13	1	0.9	-16	5
26	CCNCC(=O)Nc1ccc(N2CCOCC2)cc1	-2	14	1	1	2	-5
27	O=C(OCC(=O)N1CCOCC1)c1c(Cl)ccc(Cl)c1Cl	6	20	1	1.1	-5	6
28	CC(C)N=C(NS(=O)(=O)NC(=O)c1ccccc1)c1ccccc1	-2	24	1	1	-4	8
29	Cc1cc2c(cc(C(=O)OCC(=O)NCc3cccs3)n2C(C)C)o1	-2	5	1.1	0.9	-9	2
30	CN(C)/C=C1\C(=O)N(c2ccc([N+](=O)[O-])cc2)N=C1c1ccccc1	-5	-9	1	0.9	-92	-10

no.	bIAP inhibitor	SRC2 TRFRET art	PPARg SRC-1 ag	STAT3 activator	ROMK primary
16	9	1641	9	101	-0.52
17	-1	1329	-6	102	-0.81
18	-4	1413	-7	105	1.5
19	9	1653	6	103	0.014
20	8	1502	0	106	1.6
21	-11	1429	-7	91	2.1
22	4	1557	2	78	.
23	0	1670	-2	85	-0.22
24	-15	1472	-4	103	-0.38
25	7	1687	-4	93	.
26	-2	1430	2	94	-0.0089
27	-7	1729	-1	88	-1.7
28	4	1601	1	87	0.73
29	10	1607	8	100	.
30	8	1417	0	118	.

# Among those listed so far, these have a COOH group.
no.	SMILES	PPARg SRC3 recr	STAT3 inh	TNAP act hiacc	bIAP act	STAT1 inh	PPARg SRC-2 ag
3	CC(C)(C)C(=O)NC(=S)Nc1ccc(Cl)c(C(=O)O)c1	-1	-1	1	1.2	4	-2
12	COC(=O)c1c(NC(=O)C2CC=CCC2C(=O)O)sc(C)c1C (centres undefined)	4	18	1	1	10	5
16	CCOC(=O)c1c(NC(=O)/C=C/C(=O)O)sc(C)c1-c1ccc(C)c(C)c1	1	10	1	0.9	-7	11

no.	bIAP inhibitor	SRC2 TRFRET art	PPARg SRC-1 ag	STAT3 activator	ROMK primary
3	-22	1563	-1	105	0.63
12	-2	1606	5	83	1.5
16	9	1641	9	101	-0.52

# Continuation:
no.	SMILES	PPARg SRC3 recr	STAT3 inh	TNAP act hiacc	bIAP act	STAT1 inh	PPARg SRC-2 ag
31	C#CCOCCOCCOCCNc1nc(N2CCN(C(=O)C(CCC(=O)O)n3cc(C(N)CC(C)C)nn3)CC2)nc(N2CCN(C(=O)C(Cc3cc4ccccc4[nH]3)n3cc(C(N)Cc4ccc(O)cc4)nn3)CC2)n1 (centres undefined)	0	.	1.1	1.3	1	-2
32	COc1ccc(CCNC(=S)Nc2ccc(C)cc2C)cc1	4	0	1	1.2	2	4
33	CCOC(=O)C1CCCN(CCC(=O)Nc2c(C(=O)OC)[nH]c3cc(OC)ccc23)C1 (centres undefined)	4	5	1	1.1	-1	1
34	Cc1cc(NC(=O)CSc2nnc(-c3cccnc3)n2N)no1	1	4	1.1	0.9	-3	12
35	O=C(NCc1ccc(F)cc1)C(=O)NCC1OCCN1C(=O)c1cccs1 (centres undefined)	-6	8	1	1	0	-7
36	CCCNC(=O)c1cc(C)no1	8	5	1.1	1	1	0
37	CCS(=O)(=O)c1ccc(Sc2nncn2C)c([N+](=O)[O-])c1	-1	-4	1	1.1	-9	-7
38	Cc1cc(C)n(-c2nc3ccccc3nc2Nc2ccc3[nH]c(=O)[nH]c3c2)n1	5	4	1	0.9	-8	2
39	CC1CCC(NC(=O)c2ccc(CNc3c(NC4CCCCC4)c(=O)c3=O)cc2)CC1 (centres undefined)	2	16	1	1.1	13	10
40	COC(=O)Cc1ccc(NC(=O)c2ccc(C)c(C)c2)cc1	2	8	1.1	0.9	-36	-1
41	COc1cc(OC)cc(C(=O)Nc2ccccc2-c2nnn(CC(N)=O)n2)c1	2	33	1.1	1	8	8
42	COc1cc(Cl)c(C)cc1NC(=O)COC(=O)c1cc[n+]([O-])cc1	-4	0	1	1.1	4	6
43	COc1ccc(OC)c(C(C)NC(=O)Nc2cccc(C(C)=O)c2)c1 (centres undefined)	-1	2	1	1	-6	-3
44	CC1CC(C(F)F)n2nc(C(=O)Nc3sc4c(c3C#N)CCC(C(C)(C)C)C4)nc2N1 (centres undefined)	7	5	1.1	1	-3	-4
45	Fc1ccc(Nc2nc(-c3ccncc3)nc3ccccc23)cc1F	-3	0	1	1	4	-14

no.	bIAP inhibitor	SRC2 TRFRET art	PPARg SRC-1 ag	STAT3 activator	ROMK primary
31	-26	1412	4	.	.
32	-19	1531	3	102	.
33	-11	1558	-2	99	.
34	9	1533	4	100	1.2
35	2	1437	3	95	.
36	2	1466	0	100	0.63
37	-11	1441	-5	106	.
38	8	1599	5	100	.
39	-10	1582	5	86	-0.079
40	10	1641	6	96	.
41	0	1789	6	77	0.48
42	-10	1437	0	101	.
43	4	1522	1	109	-0.04
44	4	1528	-2	99	.
45	1	1513	-3	100	.

# (cont.)
no.	SMILES	PPARg SRC3 recr	STAT3 inh	TNAP act hiacc	bIAP act	STAT1 inh	PPARg SRC-2 ag
46	CCOC(=O)COc1ncn(-c2ccccc2)n1	1	7	1	0.9	-2	5
47	COc1ccc(C(=O)NN(C)c2nc(C(F)(F)F)nc3ccccc23)cc1	-7	-62	1	1.1	-5	-4
48	CCCCNC(=O)Cn1cnc2ccc(S(=O)(=O)N3CCC(C)CC3)cc2c1=O	4	9	1.1	1	-9	5
49	Cc1cc(C(=O)CN2C(=O)NC3(CCCCC3)C2=O)c(C)n1Cc1ccco1	1	-19	1	1	-68	-6
50	O=C(Cn1c2[n+](c3ccc(C(F)(F)F)cc31)CCCCC2)c1cccc([N+](=O)[O-])c1	-1	13	1	1.1	-8	6
51	CCCCCCCCC(=O)N/N=C/c1cccc(Br)c1	-2	8	1	0.9	1	5
52	COc1ccc(NC(=O)c2ccccc2C(=O)N2CCCCC2)cc1	4	15	1	1	-13	-1
53	C/C(CC(=O)NC(C)C)=N\NC(=O)C(c1ccccc1)c1ccccc1	2	11	1	0.9	5	2
54	Cc1c(C(Nc2ccccn2)c2ccc(Cl)cc2)c(=O)n(-c2ccccc2)n1C (centres undefined)	8	14	1.1	1.1	-9	4

no.	bIAP inhibitor	SRC2 TRFRET art	PPARg SRC-1 ag	STAT3 activator	ROMK primary
46	7	1544	-2	98	0.81
47	-7	1315	-4	156*	3.5*
48	1	1485	-6	102	-0.33
49	0	1516	1	120	0.25
50	-12	1723	3	93	0.34
51	10	1664	7	100	-0.27
52	-5	1502	-3	92	-0.16
53	11	1531	-7	97	-0.28
54	-10	1600	9	87	.

# Looked up above:
# Value of no. 51 under ROMK primary: -0.27
# Value of no. 50 under PPARg SRC-2 ag: 6
# Value of no. 53 under SRC2 TRFRET art: 1531

# Source: PubChem
